# OX1R antag-1 = blocks the human orexin 1 receptor; O43613; CHO/OX1R cells, Fluo-8 calcium fluorescence, orexin A; inhibition, % at 5 µM; 330,000 compounds, 0.43% hits; AID 434989;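 active = inhibition above its plate's threshold, mean inhibition of all tested compounds on the plate plus 3 SD, cut at about 37% in these data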;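 note: 0% = orexin A challenge wells and 100% = SB-334867-A antagonist wells; not every result past the cut was called active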
# Target sequence (O43613 whole entry, looked up): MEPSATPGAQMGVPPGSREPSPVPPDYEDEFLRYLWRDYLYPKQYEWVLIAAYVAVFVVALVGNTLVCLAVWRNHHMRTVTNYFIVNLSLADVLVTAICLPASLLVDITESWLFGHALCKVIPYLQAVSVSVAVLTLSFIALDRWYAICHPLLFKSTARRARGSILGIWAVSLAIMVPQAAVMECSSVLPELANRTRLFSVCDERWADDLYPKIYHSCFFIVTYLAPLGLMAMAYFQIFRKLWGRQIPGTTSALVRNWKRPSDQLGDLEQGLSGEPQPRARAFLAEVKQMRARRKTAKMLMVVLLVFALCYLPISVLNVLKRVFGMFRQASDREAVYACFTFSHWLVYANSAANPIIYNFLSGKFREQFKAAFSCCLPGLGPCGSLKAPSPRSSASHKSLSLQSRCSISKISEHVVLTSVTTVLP
# STK33 inh = inhibitors of human STK33 kinase; purified STK33, MBP phosphorylation, ADP-Glo luminescence; 320,000 compounds, 0.073% hits; Q9BYT3; inhibition, % at 10 µM;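 active = inhibition at or above 25%, using the most active replicate where run in duplicate; inactive = inhibition below 25%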
# Target sequence (Q9BYT3 whole entry, looked up): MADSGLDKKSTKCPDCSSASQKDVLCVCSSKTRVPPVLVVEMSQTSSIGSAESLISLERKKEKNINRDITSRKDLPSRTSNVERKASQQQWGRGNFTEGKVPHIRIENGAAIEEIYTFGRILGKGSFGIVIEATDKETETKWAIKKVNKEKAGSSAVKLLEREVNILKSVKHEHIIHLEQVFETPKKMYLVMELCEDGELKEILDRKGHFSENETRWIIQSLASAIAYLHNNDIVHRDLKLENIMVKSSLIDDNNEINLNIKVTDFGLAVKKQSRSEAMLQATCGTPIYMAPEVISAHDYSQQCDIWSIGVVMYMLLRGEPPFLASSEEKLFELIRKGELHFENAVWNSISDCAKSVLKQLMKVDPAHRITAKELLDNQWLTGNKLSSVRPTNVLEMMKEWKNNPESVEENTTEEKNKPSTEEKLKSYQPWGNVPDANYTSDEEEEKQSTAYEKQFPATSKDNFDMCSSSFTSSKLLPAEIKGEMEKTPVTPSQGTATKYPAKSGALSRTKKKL
# OX1R antag-2 = antagonists of human orexin 1 receptor (OX1R); O43613; OX1R-expressing cells, FRET antagonist read-out; inhibition, % at 6.6 µM; 330,000 compounds, 1.8% hits; AID 485270; in the data active = inhibition mostly above about 38%, no sharp cut-off; inactive = mostly below about 40%;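 note: 0% = agonist challenge alone and 100% = reference antagonist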
# An asterisk follows results filed as active; · = not tested or not shown.
SMILES,OX1R antag-1,STK33 inh,OX1R antag-2
CC(=O)c1c[nH]c2ccc(C)cc2c1=O,-3,3.3,18
Cc1ccc(-n2c(C(C)n3nc(C)c([N+](=O)[O-])c3C)n[nH]c2=S)cc1 (stereo not given),-12,-0.9,10
O=C(Cn1ccccc1=O)c1cccs1,-1,-0.2,10
O=C(NCC(c1ccco1)N1CCc2ccccc2C1)c1ccc(Cl)cc1 (stereo not given),-28,-1.4,32
CCCCCCN(C(=O)CCCCCN1C(=O)NC(c2cccc([N+](=O)[O-])c2)C(C(=O)OCc2ccccc2)=C1C)C(C(=O)NCCCC)c1ccc(OCC(=O)OC)c(C(=O)OC)c1 (stereo not given),-7,1.1,13
CCc1nnc(NC(=O)CSc2nnc(Cc3cc(=O)[nH]c(=O)[nH]3)n2-c2ccc(OC)cc2)s1,-11,-0.8,16
CCOC(=O)CCc1c(C)c2ccc(O)cc2oc1=O,-14,-1.4,16
CCCCc1cc(=O)oc2c(CN3CCCC3)c(O)ccc12,-20,-0.9,12
COC(=O)c1ccc(Oc2nc3ccccc3n3c(C)nnc23)cc1,-2,1.6,15
CC(C)[C@H](NC(=O)OC(C)(C)C)c1nnc(S(=O)(=O)Cc2c(F)cccc2Cl)o1,7,-0.4,1
COC(=O)c1sc(=S)n(-c2cccc(Cl)c2)c1N,-5,-0.6,16
COc1ccc(C(=O)Nc2ccccc2C(=O)NC(Cc2c[nH]c3ccccc23)C(=O)O)cc1 (stereo not given),21,-0.5,68*
CC1CCCN(C(=O)COC(=O)/C=C/c2ccc(C(F)(F)F)cc2)C1 (stereo not given),2,0.6,10
CCN(CC)c1ccc(C=NCCNS(=O)(=O)c2ccc(C)cc2)cc1,-13,-0.2,21
O=C(/C=C/c1ccc(F)cc1)N1CCN(c2ncccn2)CC1,-4,-0.6,9
COC(=O)C(NC(C)=O)(Nc1ccccn1)C(F)(F)F (stereo not given),-4,1.2,7
Cn1c(N)c(S(=O)(=O)NCc2ccc(Cl)cc2)c(=O)n(C)c1=O,-3,-1.0,8
CC(/C=C/c1ccc(OCc2ccccc2)cc1)=N\O,3,-1.8,6
CCCCN(C(=O)CN1CCOCC1)c1c(N)n(CC(C)C)c(=O)[nH]c1=O,-3,-0.6,6
O=C(/C=C/Nc1ccc(S(=O)(=O)Nc2ncccn2)cc1)c1ccc2ccccc2c1,-20,-1.5,10
Cc1ccccc1NC1c2ccccc2C(=O)N1Cc1ccco1 (stereo not given),-31,-0.7,11
CCN(C[C@H]1N[C@@](CC)(C(=O)OC)[C@H]2C(=O)N(C)C(=O)[C@@H]12)S(=O)(=O)c1ccc(C(F)(F)F)cc1,2,0.7,14
COc1cc(C(=O)Oc2cccc(Nc3ncnc4ccccc34)c2)cc(OC)c1OC,64*,-2.1,56*
NC(=O)COc1ccc(NC(=O)c2ccccc2-c2ccccc2)cc1,-16,-0.4,14
CCc1[nH]nc(C(=O)NC2CCCN(Cc3ccccc3F)C2)c1C (stereo not given),-13,-1.1,5
CCNC(=O)c1c(N)sc2c1CCCCC2,-8,-0.7,14
COc1cc2ncnc(NCc3cccs3)c2cc1OC,-24,·,22
COC(=O)c1sccc1NC(=S)Nc1cc(C)ccc1OC,-5,1.1,2
Cn1ncc(Br)c1C(=O)N1CCc2ccccc21,-13,0.9,19
Cc1[nH][nH]c(=O)c1[C@@H](c1ccccc1[N+](=O)[O-])C(C#N)C#N,1,6.7,22
COCCNC(=S)N1CCN(C(=O)C(=O)Nc2ccc(C(=O)OC)cc2)CC1,-10,-2.3,17
Cc1nnc2ccc(-c3cccc(NC(=O)c4ccco4)c3)nn12,-6,0.1,32
O=C(Cc1csc(NC(=O)Nc2cccc(Cl)c2)n1)NCc1ccccn1,-30,-2.4,4
COc1ccc2cc(C(=O)C3CCCN(C(=O)c4cnccn4)C3)ccc2c1 (stereo not given),-15,-0.2,97*
COC(=O)c1ccc(NC(=O)CC2C(=O)N(C)C(=S)N2Cc2ccc(S(N)(=O)=O)cc2)cc1 (stereo not given),-5,2.2,8
O=C(CCc1nc(-c2ccccc2F)no1)NCCN1CCN(Cc2ccccc2)CC1,-12,-0.3,28
Cc1sc2nc[nH]c(=O)c2c1-c1ccc(Cl)cc1,-2,0.8,19
N#C/C(=C\c1ccc[nH]1)C(=O)Nc1ccccc1Cl,-5,-2.4,8
CC1CCN(c2ccc(/C=C(\C#N)c3nn(-c4ccccc4)c(N)c3C#N)cc2[N+](=O)[O-])CC1,-10,0.2,11
COc1ccc(-n2nc(C(=O)NCC(=O)NCCC3=CCCCC3)c3ccccc3c2=O)c(OC)c1,-10,-0.6,18
CC(C)(C)SCCNC(=O)CN(c1ccc(F)cc1)S(C)(=O)=O,-17,0.3,4
COc1cc(S(=O)(=O)NCC2COCCO2)ccc1-n1cnnn1 (stereo not given),-7,-1.2,6
Cc1ccc(S(=O)(=O)N2CCOCC2)cc1NC(=O)COC(=O)c1ccc(OCc2c(C)noc2C)cc1,-12,-0.5,21
COc1ccc(N2CC(O)=C(c3nc(C)cs3)C2=N)cc1,0,-0.7,3
COc1ccc(NC(=S)NCc2ccccc2Cl)c(OC)c1,-22,·,21
O=C(O)CCSc1nnc(-c2cccnc2)n1-c1ccccc1,-18,0.1,1
O=S(=O)(c1ccccc1F)N1CCN(C(=S)NCc2ccccc2)CC1,0,-0.4,12
Cc1ccc(CNC(=O)CCc2nc3ccccc3c(=O)[nH]2)cc1,-27,-0.4,28
CC1=C(C(=O)OCCOC(C)C)C(c2cccnc2)C2=C(CCCC2=O)N1 (stereo not given),-20,-1.1,39
O=C(COc1ccc(F)cc1)NN1C(=O)CSC1=S,-2,2.1,23
O=C(Nc1ccc(Cl)cc1)Nc1nc(-c2sccc2Br)cs1,6,0.0,26
COCCNC(=O)CSc1nc2cc3c(cc2c(=O)n1Cc1ccco1)OCO3,-16,-1.5,16
CCN1C(=O)[C@H]2[C@@H](c3ccc(C)cc3)N3C(=O)N(c4cccc(C)c4)C(=O)[C@@]3(Cc3ccccc3)[C@H]2C1=O,-32,2.1,19
Cc1cc([N+](=O)[O-])cnc1Sc1nccn1C,-17,-1.1,32
CCc1nc(SCC(=O)N2CCCc3ccccc32)c2oc3ccccc3c2n1,-6,-2.2,48*
O=C(N/N=C/c1cccc2ccccc12)c1ccncc1,13,-0.3,25
O=C(Nc1ccc(Cl)cc1Cl)c1ccc(Br)o1,-30,-2.2,2
CCn1nc(C)c(CN2CCc3c([nH]c4ccccc34)C2C(C)(C)C)c1C (stereo not given),-29,0.3,29
O=C(N/N=C/c1ccccc1F)c1ccc(COc2ccccc2Cl)o1,-22,2.4,38
CC(=O)c1cccc(NC(=O)C(C)OC(=O)CCC2CCCCC2)c1 (stereo not given),-28,-3.0,3
# (listing goes on)
SMILES,OX1R antag-1,STK33 inh,OX1R antag-2
Cc1sc2nc(C)n(/N=C/c3ccccc3)c(=O)c2c1C,-27,-0.6,7
CC(OC(=O)c1cc(-c2cccnc2)nc2ccccc12)C(=O)Nc1ccc2ccccc2c1 (stereo not given),-22,0.8,20
CCOC(=O)c1[nH]c(C)c(C(=O)NCCN2CCOCC2)c1C,-3,-0.8,8
O=C(CNC(=O)c1ccccc1)OCC(=O)N1N=C(c2ccc(Cl)cc2)CC1c1ccco1 (stereo not given),-23,0.1,13
COc1cccc(Cn2nnc(C(=O)Nc3cc(Cl)ccc3OC)c2N)c1,13,-2.9,42*
Cc1cccc(C)c1NC(=O)CNC(=O)Cc1ccc(Br)cc1,-4,-1.2,18
CCOC(=O)c1cnc(SCC(=O)Nc2ccc(N3CCOCC3)cc2)nc1N,-1,-0.1,7
Nc1nc(-c2ccco2)nn1S(=O)(=O)c1ccc(Cl)cc1,-34,0.0,5
COc1ccc(CN2C(=O)CCCc3ccccc32)cc1,-9,-1.5,14
CCC1(CC)NC(=O)N(CC(=O)OCC(=O)Nc2ccccc2[N+](=O)[O-])C1=O,-12,-0.6,38
Cc1ccc(C(=O)n2cnnc2N)cc1C,-9,0.5,1
Cc1cc(=O)oc(C)c1C(=O)NCC1COc2ccccc2O1 (stereo not given),1,-1.6,2
COc1ccc(C(=O)NCc2ncccc2C)cc1OC1CCN(C(C)=O)CC1,-3,-1.0,12
CC(NC(=O)Cc1ccc(NS(=O)(=O)c2cccc(C(F)(F)F)c2)cc1)c1ccccn1 (stereo not given),-8,-1.7,-1
NS(=O)(=O)c1ccc(NC(=O)COC(=O)C23CC4CC(CC(C4)C2)C3)cc1,2,0.1,3
CC(OC(=O)c1ccco1)C(=O)NCc1cccs1 (stereo not given),-6,-0.4,2
CN(c1ccccc1)S(=O)(=O)c1cccc(NS(=O)(=O)c2cccc(C(=O)O)c2)c1,-6,0.8,9
Cc1ccc(-c2c(C(=O)N/N=C/c3ccc(C)o3)nnn2-c2nonc2N)cc1,-8,1.0,17
COc1ccc(CN(CCNC(=O)CCCCC(=O)NCCN(Cc2ccc(OC)cc2)C(C)C)C(C)C)cc1,-19,-0.8,8
COc1ccc(-n2c(Cc3cccn3C)nnc2SCC(=O)Nc2ccc3c(c2)OCO3)cc1,-20,0.4,5
COCCN(CCOC)S(=O)(=O)c1ccc(OC)cc1,-2,-2.7,6
CC(C)=CCc1cc([C@@H]2CC(=O)c3ccc(O)c(CC=C(C)C)c3O2)ccc1O,-18,1.5,8
COc1cc(C)c(Cl)c(C)c1S(=O)(=O)NCc1cccnc1,-24,5.8,4
CCOc1ccc2nc(Cl)sc2c1,-16,0.5,11
Cc1noc(C)c1CSc1nnc(-c2c[nH]c3ccccc23)n1-c1ccc(Cl)cc1,-18,-1.3,18
NCCNC[C@@H]1COC2(CCCCCCCCCCC2)O1,-13,0.4,6
CCN(CC)CCCN=Cc1c(O)n(-c2cccc(C)c2)c(=O)c2ccccc12,-22,-1.8,14
COC(=O)c1ccccc1NC(=O)Cn1nc(C(F)(F)F)c2c1CCC2,-27,1.1,17
CCOc1ccc(NC(=O)CCC(=O)NNC(=O)Nc2ccc(Cl)cc2)cc1,8,2.6,9
O=c1c2c3c(sc2n2cnnc2n1-c1ccccc1)N(Cc1ccccc1)CCC3,-18,0.3,31
COc1cccc(NC(=S)N(CCCN2CCCC2)Cc2ccco2)c1,-8,-0.7,14
Cc1ccc(NC(=S)NNC(=O)c2cn(C)nc2C)cc1,-10,-0.3,15
N#Cc1c(N)c(C#N)c(-c2ccc(O)cc2)c2c1CCCC2,-19,-0.9,42
CC(C)CC(=O)Nc1c(C(=O)N2CCN(Cc3ccccc3)CC2)oc2ccccc12,-21,-2.4,13
O=C(c1cc(-c2cccnc2)nc2ccc(Cl)cc12)N1CCN(S(=O)(=O)c2cccs2)CC1,-36,-0.5,3
CCOC(=O)C1CCN(C(=O)Nc2ccc3nc(C)c(C)nc3c2)CC1,-18,0.2,24

# Given with tabs: part of the list above.
Compound	OX1R antag-1	STK33 inh	OX1R antag-2
NS(=O)(=O)c1ccc(NC(=O)COC(=O)C23CC4CC(CC(C4)C2)C3)cc1	2	0.1	3
CC(OC(=O)c1ccco1)C(=O)NCc1cccs1 (stereo not given)	-6	-0.4	2
CN(c1ccccc1)S(=O)(=O)c1cccc(NS(=O)(=O)c2cccc(C(=O)O)c2)c1	-6	0.8	9
Cc1ccc(-c2c(C(=O)N/N=C/c3ccc(C)o3)nnn2-c2nonc2N)cc1	-8	1.0	17
COc1ccc(CN(CCNC(=O)CCCCC(=O)NCCN(Cc2ccc(OC)cc2)C(C)C)C(C)C)cc1	-19	-0.8	8
COc1ccc(-n2c(Cc3cccn3C)nnc2SCC(=O)Nc2ccc3c(c2)OCO3)cc1	-20	0.4	5
COCCN(CCOC)S(=O)(=O)c1ccc(OC)cc1	-2	-2.7	6
CC(C)=CCc1cc([C@@H]2CC(=O)c3ccc(O)c(CC=C(C)C)c3O2)ccc1O	-18	1.5	8
COc1cc(C)c(Cl)c(C)c1S(=O)(=O)NCc1cccnc1	-24	5.8	4
CCOc1ccc2nc(Cl)sc2c1	-16	0.5	11
Cc1noc(C)c1CSc1nnc(-c2c[nH]c3ccccc23)n1-c1ccc(Cl)cc1	-18	-1.3	18
NCCNC[C@@H]1COC2(CCCCCCCCCCC2)O1	-13	0.4	6
CCN(CC)CCCN=Cc1c(O)n(-c2cccc(C)c2)c(=O)c2ccccc12	-22	-1.8	14
COC(=O)c1ccccc1NC(=O)Cn1nc(C(F)(F)F)c2c1CCC2	-27	1.1	17
CCOc1ccc(NC(=O)CCC(=O)NNC(=O)Nc2ccc(Cl)cc2)cc1	8	2.6	9
O=c1c2c3c(sc2n2cnnc2n1-c1ccccc1)N(Cc1ccccc1)CCC3	-18	0.3	31
COc1cccc(NC(=S)N(CCCN2CCCC2)Cc2ccco2)c1	-8	-0.7	14
Cc1ccc(NC(=S)NNC(=O)c2cn(C)nc2C)cc1	-10	-0.3	15
N#Cc1c(N)c(C#N)c(-c2ccc(O)cc2)c2c1CCCC2	-19	-0.9	42
CC(C)CC(=O)Nc1c(C(=O)N2CCN(Cc3ccccc3)CC2)oc2ccccc12	-21	-2.4	13

# (further entries)
SMILES,OX1R antag-1,STK33 inh,OX1R antag-2
Nc1c(-c2ccccc2)cnn1-c1cccc(Cl)c1,-25,1.9,8
O=C(NCCCN1CCOCC1)c1c(O)c2cc(Br)cc(Br)c2[nH]c1=O,-10,0.4,20
CCn1cc(S(=O)(=O)NCCc2ccc(OC)c(OC)c2)cn1,-9,-3.8,18
CCNc1nc(Oc2ccc(OC)cc2)cc(C(F)(F)F)n1,-17,-2.3,25
COc1cccc(CNC(=O)Cn2ncc3c(=O)oc4ccccc4c32)c1,-16,-1.1,20
O=C(CCNS(=O)(=O)c1ccccc1)Nc1ccccc1,-12,-0.6,-1
COc1cccc(NC(=O)CNS(=O)(=O)c2ccc(Cl)cc2)c1,-1,-0.6,7
CCOc1ccc(/C(O)=C2/C(=O)C(=O)N(CCOCCO)C2c2cccnc2)cc1 (stereo not given),-1,-0.5,11
